High-throughput results from PubChem BioAssay.
LGR2 inh = inhibitors of bursicon-induced Drosophila LGR2 receptor cAMP signaling. HEK293 LGR2, CRE-luciferase, bursicon-stimulated, 4 h. inhibition, % at 9.99 µM. hit rate 0.35% among 380,000;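 active means drop in luminescence signal, shown as inhibition above about 50% in the replicate tests, limit read from the data, passing the limit was not always enough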;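 further: agonist challenge used bursicon conditioned medium at about half maximal strength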
Statin myotox sup = suppression of simvastatin myotoxicity | C2C12 myotubes + simvastatin, ATP luminescence, 48 h; scaled: DMSO 0, geranylgeraniol control 100 | rescue of ATP level, % at 7.49 µM | hit rate 0.78% among 330,000;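 active means mean ATP rescue above about 67%, or every replicate alone reaching that limit, limit read from the data, passing the limit was not always enough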;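 further: myotubes were challenged with 10 µM simvastatin during compound exposure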
SIRT5 block = sirtuin-5 (human) deacylase inhibition | AID 652115 | Purified SirT5, succinyl-peptide AMC, trypsin-coupled fluorescence | inhibition, % at 15 µM | hit rate 1.1% among 330,000 | Q9NXA8; in the data active means inhibition above about 15%
ERAP1 HTS inh = inhibitors of human ERAP1 aminopeptidase; AID 652197; recombinant ERAP1, Leu-AMC fluorescence, 60 min; inhibition, % at 10.7 µM; hit rate 0.15% among 340,000;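 active means mean replicate inhibition of at least 30%, or all replicates individually reaching that 30% level; inactive means mean below 30% and not every replicate reaching it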;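 further: 0% = neutral control wells and 100% = L-leucinethiol positive control wells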
Target sequence (Q9NZ08 whole entry, looked up): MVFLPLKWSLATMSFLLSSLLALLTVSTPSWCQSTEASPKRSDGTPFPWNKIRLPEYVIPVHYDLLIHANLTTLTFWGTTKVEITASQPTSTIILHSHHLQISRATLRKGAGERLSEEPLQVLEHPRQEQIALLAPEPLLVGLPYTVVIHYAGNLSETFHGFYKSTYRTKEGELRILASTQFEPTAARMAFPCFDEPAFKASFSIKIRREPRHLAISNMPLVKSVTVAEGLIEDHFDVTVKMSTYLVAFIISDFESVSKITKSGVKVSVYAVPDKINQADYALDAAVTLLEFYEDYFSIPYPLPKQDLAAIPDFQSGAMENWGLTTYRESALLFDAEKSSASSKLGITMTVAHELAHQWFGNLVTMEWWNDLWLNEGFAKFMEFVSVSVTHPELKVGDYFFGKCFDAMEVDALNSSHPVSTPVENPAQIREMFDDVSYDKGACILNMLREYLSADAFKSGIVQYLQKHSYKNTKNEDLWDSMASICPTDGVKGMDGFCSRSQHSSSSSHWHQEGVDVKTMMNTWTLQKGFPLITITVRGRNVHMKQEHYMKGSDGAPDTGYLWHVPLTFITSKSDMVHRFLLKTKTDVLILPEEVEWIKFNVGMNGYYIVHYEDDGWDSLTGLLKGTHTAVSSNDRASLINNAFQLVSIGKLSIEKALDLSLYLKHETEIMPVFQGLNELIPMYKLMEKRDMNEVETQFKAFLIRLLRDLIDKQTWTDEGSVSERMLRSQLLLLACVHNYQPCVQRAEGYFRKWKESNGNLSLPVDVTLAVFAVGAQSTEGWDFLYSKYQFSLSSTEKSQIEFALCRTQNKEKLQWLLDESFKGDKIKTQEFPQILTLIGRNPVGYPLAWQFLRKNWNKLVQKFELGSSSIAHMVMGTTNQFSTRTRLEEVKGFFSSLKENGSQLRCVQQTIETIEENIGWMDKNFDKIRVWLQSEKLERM
Xi reactivation = reactivates the inactive X chromosome in mouse fibroblasts. XiGFP mouse fibroblasts, % GFP-positive cells imaging, 3 d; cells co-treated with 5-aza-dC sensitizer; scaled so ellipticine positive control = 100%. activation, % at 7.58 µM. hit rate 0.055% among 360,000. AID 743238;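 active means mean normalized replicate activation at least 10% and every replicate at or above 10%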;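 further: 0% = median of on-plate neutral control wells and 100% = ellipticine 6 µM median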
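Assay system – SV40-immortalized XiGFP fibroblast cells, line 68-5-11 · Buffer or medium – DMEM supplemented with 5-aza-dC as sensitizing agent · Dosing – one concentration, pinned · Benchmarks – positive control ellipticine, 6 µM final · Times – 3 days compound exposure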
S100A4 inh HTS = S100A4-myosin IIA interaction inhibition; S100A4/TAMRA-MyoIIA peptide fluorescence polarization; inhibition, % at 10.7 µM; AID 652163; hit rate 0.14% among 360,000;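 active means mean inhibition of at least 70% across replicates, with every replicate also reaching that level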
Target sequence (P26447 whole entry, looked up): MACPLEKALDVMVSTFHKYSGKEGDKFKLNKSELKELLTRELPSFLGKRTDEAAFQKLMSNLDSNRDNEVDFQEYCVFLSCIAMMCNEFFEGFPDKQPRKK
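Test system: S100A4 monomer protein; Medium: HEPES pH 7.2 with CaCl2, KCl, NaCl, DTT, Triton; Probe or stimulus: TAMRA-labelled myosin IIA heavy-chain peptide probe, 5 nM; Doses: one dose per compound; Times: polarization read 5 min after assay mix addition, stable 5–60 min; Benchmarks: neutral control DMSO, positive control TFP.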
PGC1a acetyl inh = modulators of PGC1a acetylation; U2OS PGC1a acetylation, AlphaScreen anti-acetyl-lysine; with virally co-expressed GCN5 acetyltransferase; inhibition, % at 15.6 µM; hit rate 0.17% among 350,000;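 active means every replicate shows inhibition of at least 40%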;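 further: 0% = neutral control wells and 100% = positive control wells; some results beyond the cut were filed as inactive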
Cneo AK release = causes C. neoformans cell lysis; hit rate 0.2% among 360,000; AID 651654; lysis activity, % at 15 µM; adenylate kinase release luminescence, 4 h; normalised: neutral wells 0, clomiphene wells 100;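 active means mean lysis activity across replicates of at least 80%, whatever share of replicates individually reach that level; inactive means mean lysis activity below 80%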
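Assay system: Cryptococcus neoformans yeast cells / Dosing: single-point compound dose / Timing: 4 h at 37 °C static, read 1 h later / Measured by: luminescence of released adenylate kinase using an AK detection reagent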
* marks the source's active call; other numbers are inactive results; . = not tested or not shown; & = joins results of further samples.

Below each compound – LGR2 inh, Statin myotox sup, SIRT5 block, ERAP1 HTS inh, Xi reactivation, S100A4 inh HTS, PGC1a acetyl inh, Cneo AK release
COc1cc(NC(=S)NCc2cccnc2)cc(OC)c1OC
  5, ., -2, 6, 0.0, 7, ., .
Cc1ccccc1S(=O)(=O)N(C)C[C@@H]1OCc2cn(nn2)CCCC(=O)N([C@@H](C)CO)C[C@H]1C
  3&-8, 16&10, -4&0&-12, -1&-1, 0.4&0.4, -3&1&-6, 4&-3, -2&36
Cc1ccc2oc(C(=O)NCC(c3ccco3)N3CCCC3)c(C)c2c1 (centres undefined)
  3, 1, -3, 3, -0.1, -1, 1, -2
CCN(C(=O)CSc1nnc(COc2ccccc2F)n1N)c1c(N)n(Cc2ccccc2)c(=O)[nH]c1=O
  ., -5, 2, 5, 0.0, -4, 3, -1
Cc1ccc2nc(SC(C)C(=O)N3CCCCC3)[nH]c2c1 (centres undefined)
  8, -6, 0, 2, 0.0, -1, ., 7
COc1ccc2c3c(n(C)c2c1)[C@@H](CO)N(Cc1ccc(Cl)cc1)CC31CN(CC2CC2)C1
  3, ., ., -1, 0.2, 9, -15, .
Cc1cc(C)n(C2CCCCC2OC(=O)c2ccccc2)n1 (centres undefined)
  7, 4, ., ., ., ., -4, 0
O=C(/C=C/c1ccc(Br)cc1)NC(=O)c1ccccc1O
  16, -6, 1, 0, 0.0, 3, -2, -5
Cc1cccc(OCC(=O)Nc2ccc(NC(=O)c3ccco3)c(C)c2)c1
  -2, 8, -2, 2, 0.0, 6, ., 3
O=C(O)c1nccnc1C(=O)Nc1ccccc1N1CCOCC1
  9, ., 0, -8, -0.1, 3, ., .

Further structures
Below each compound – LGR2 inh, Statin myotox sup, SIRT5 block, ERAP1 HTS inh, Xi reactivation, S100A4 inh HTS, PGC1a acetyl inh, Cneo AK release
O=S(=O)(NCc1csc(-c2cccnc2)n1)c1ccc(Cl)s1
  -16, -14, 5, 8, 0.1, -1, ., 15
O=C(NCCS(=O)(=O)c1ccc(Br)cc1)c1ccc(F)cc1
  -25, 17, 0, -1, 0.1, 3, -2, 4
CO[C@@H]1CN(C)C(=O)c2ccc(NC(=O)Nc3cccc(F)c3)cc2OC[C@@H](C)N(C(C)=O)C[C@@H]1C
  -12, 0, 3, 0, 0.2, -5, 10, -1
Cc1ccc(Br)cc1S(=O)(=O)Nc1cccnc1
  18, 4, 3, -2, 0.0, -2, 1, -2
CCN(CC(=O)Nc1c(F)cccc1F)C(=O)c1nc2nc(C)cc(C)n2n1
  1, 5, 0, 2, 0.1, -6, ., .
Cc1ccc(CN2CCN(CCCn3cnc4c(OCc5ccccc5)ncnc43)CC2)cc1
  -1, -8, ., ., 0.0, -2, 9, 7
C[C@H](CO)N1C[C@H](C)[C@H](CN(C)Cc2ccc3c(c2)OCO3)Oc2ccc(N(C)C)cc2C1=O
  23, 40, 0, 6, -0.6, 11, 21, 1
C[C@H]1CCCCO[C@H](CN(C)C(=O)Nc2ccccc2)[C@@H](C)CN([C@@H](C)CO)C(=O)c2cc(NC(=O)c3ccncc3)ccc2O1
  -1, ., 0, -3, -0.1, 4, 12, -2
CCc1nnc(NC(=O)C2CC(=O)N(CCc3ccc(F)cc3)C2)s1 (centres undefined)
  14, -1, -1, -3, 0.0, -5, -12, 0
COCOc1cccc(CN2CCC2(C)C(=O)Nc2ccc(C)c(O)c2)c1 (centres undefined)
  13, -2, -9, -1, -0.1, 3, 6, 0

Continued.
Below each compound – LGR2 inh, Statin myotox sup, SIRT5 block, ERAP1 HTS inh, Xi reactivation, S100A4 inh HTS, PGC1a acetyl inh, Cneo AK release
COc1ccc(CCNC(=O)c2noc(C(C)C)c2[N+](=O)[O-])cc1OC
  20, 21, -1, 1, -0.1, -5, ., 0
CC(C)(C)NC(=O)C1CCC(CNc2c(N3CCCCC3)c(=O)c2=O)CC1 (centres undefined)
  -10, ., -4, 1, 0.3, 5, -9, 1
Cc1ccc(N2C(=O)C(F)(F)C2c2ccccc2)cc1 (centres undefined)
  -10, 13, 1, 1, 0.0, 5, ., 2
CC(C)Oc1ccc(C(=O)NC2(C(F)(F)F)NC(=O)N(CCCc3ccccc3)C2=O)cc1 (centres undefined)
  11, 1, -3, 3, -0.1, 7, 7, -13
COc1ccccc1N1CCN(C(=O)Cn2ncc3c([nH]c4ccccc43)c2=O)CC1
  -7, 11, -2, 1, 0.0, -4, -1, 2
CC(=O)N1CC[C@@H]2[C@H](CO)Nc3ccc(-c4ccc(F)cc4)cc3[C@@H]21
  1, -24, -10, 2, 0.1, -7, 2, -15
CN(C(=O)c1cccc(NC(=O)Cc2ccc(NC(=O)C3CCCN(C(=O)C4CCC4)C3)cc2)c1)C1CCC1 (centres undefined)
  4, 4, -2, 2, 0.0, -3, ., 1
C[C@@H]1CCCCO[C@H](CN(C)Cc2ccncc2)[C@H](C)CN([C@H](C)CO)C(=O)c2cc(NS(=O)(=O)c3cn(C)cn3)ccc2O1
  -5, ., 0, -2, -0.1, 8, 5, -1
CCCNC(=O)N1CC(=O)N2[C@H](CO)[C@H](c3ccc(C#Cc4cccc(OC)c4)cc3)[C@H]2C1
  1, ., 0, -1, 0.2, -8, -19, .
O=C(O)Cc1ccc(Nc2cnn(C34CC5CC(CC(CC(=O)O)(C5)C3)C4)c(=O)c2Cl)cc1
  8, 6, 15*, 1, 0.0, -1, -2, 1

(listing goes on)
Below each compound – LGR2 inh, Statin myotox sup, SIRT5 block, ERAP1 HTS inh, Xi reactivation, S100A4 inh HTS, PGC1a acetyl inh, Cneo AK release
CCCNC(=O)N1[C@H](CO)[C@H](c2ccc(C3=CCCCC3)cc2)[C@H]1CNC(C)C
  8, ., -2, 0, 0.2, -15, ., .
CSc1ccccc1NC(=O)CN1CC(C)OC(C)C1 (centres undefined)
  1, 6, -4, ., 0.3, 12, ., .
O=C(NC1CCCc2ccccc21)C1CCN(c2nnc(-n3cccc3)s2)CC1 (centres undefined)
  -8, 11, ., ., 0.0, -7, -34, 2
COc1ccc(N2CCN(c3cncc(C)n3)CC2)cc1
  -10, 2, ., 2, 0.1, 2, 6, 4
O=S(=O)(c1ccc(N2CCCC2)nc1)N1CCCC1
  2, 0, -3, 1, 0.0, 1, 6, 0
COCCNC(=O)CSc1nc2ccccc2c(=O)n1CCC(=O)NCCc1ccc(OC)c(OC)c1
  9, 5, 0, -3, 0.0, -4, 3, 0
COc1ccc2c(c1)CC/C(=C\c1ccc(C)o1)C2=O
  -7, 2, -5, ., -0.1, -3, -1, 0
CCCCCCSc1cc(C)nc2ncnn12
  11, 3, -3, 5, 0.0, -2, 1, 0
Cn1ncc(Cl)c1C(=O)Nc1nnc(C2CC2)s1
  24, ., 4, 4, 0.4, 3, -4, 1
COc1ccc(CCNC(=O)Cn2nnc(-c3ccc(N4CCOCC4)cc3)n2)cc1OC
  -13, 61, -1, 8, ., -2, 11, 0

The closing 3 entries of the part above come first, to join the parts:
Below each compound – LGR2 inh, Statin myotox sup, SIRT5 block, ERAP1 HTS inh, Xi reactivation, S100A4 inh HTS, PGC1a acetyl inh, Cneo AK release
CCCCCCSc1cc(C)nc2ncnn12
  11, 3, -3, 5, 0.0, -2, 1, 0
Cn1ncc(Cl)c1C(=O)Nc1nnc(C2CC2)s1
  24, ., 4, 4, 0.4, 3, -4, 1
COc1ccc(CCNC(=O)Cn2nnc(-c3ccc(N4CCOCC4)cc3)n2)cc1OC
  -13, 61, -1, 8, ., -2, 11, 0
Cc1ccc(S(=O)(=O)Nc2cccc3ncccc23)s1
  ., 64, -1, 4, ., -3, -8, -1
O=C(COc1ccc2ccccc2c1)NCC(=O)N/N=C/c1ccco1
  -12, 56, -2, 4, ., 0, 7, 0
CCOC(=O)C1(C)CCN1C(=O)c1ccc(Cl)nc1 (centres undefined)
  7, 6, ., 0, 0.0, -7, -7, 2
Cc1ccc(/C=N/NC(=O)c2ccc3nc[nH]c3c2)s1
  15, ., 1, 1, 0.0, -3, 4, .
C[C@@H]1CN([C@H](C)CO)C(=O)c2cccc(NC(=O)c3nc4ccccc4s3)c2O[C@H]1CN(C)CC1CC1
  6, 2, 2, 3, 0.1, -2, 4, -5
CN1C[C@@H]2[C@H](c3ccccc31)[C@@H](CO)N2C(=O)Nc1cccc(F)c1
  -13, 33, 2, -3, 0.0, -15, -10, 10
C=C1c2ccccc2NC(=O)N1c1ccc(OC)cc1
  -1, ., 2, 6, 0.0, -6, ., .
CCn1nnc(-c2ccccc2NC(=O)c2cc(OC)c(OC)c(OC)c2)n1
  -9, -17, -2, 2, ., 0, 4, 1
Cc1ccc2nsnc2c1S(=O)(=O)NCCc1c(C)[nH]c2ccc(F)cc12
  -17, -5, ., ., ., ., -15, -4
COc1ccc2c3c([nH]c2c1)[C@H](CO)N(Cc1nccs1)CC31CN(C(=O)C2CCC2)C1
  -6, ., 0, 0, 0.2, 14, 4, .

Continuation:
Below each compound – LGR2 inh, Statin myotox sup, SIRT5 block, ERAP1 HTS inh, Xi reactivation, S100A4 inh HTS, PGC1a acetyl inh, Cneo AK release
C[C@@H]1CN([C@H](C)CO)C(=O)c2c(c3ccccc3n2C)-c2ccccc2CO[C@@H]1CN(C)Cc1ccc(-c2ccccc2)cc1
  4, ., 5, -7, -0.2, 1, -19, .
Cc1ccn2cc(CCNS(=O)(=O)c3ccc4c(c3)OCCO4)nc2c1
  -15, -5, -5, 0, 0.1, -3, 0, -2
CCCCNC(=S)Nc1ccc(SC(F)F)cc1
  -44, 8, -4, -1, 0.1, -1, 0, 29
COC(=O)C[C@H]1C[C@@H]2c3cc(NC(=O)CN(C)C)ccc3O[C@@H]2[C@H](CO)O1
  -4&2, 3, -6&-7, 6&-3, 0.0, -5&13, 1&10, 0
COc1cc(OC)c(OC)cc1/C=C1\Oc2cc(OS(C)(=O)=O)ccc2C1=O
  3, ., -3, 1, 0.1, 5, -5, 2
CCC(=O)Nc1c(C(=O)Nc2ccc3c(c2)OCCO3)oc2ccccc12
  -95, ., 1, -2, 0.1, 0, -7, .
Cc1cc(C)c(S(=O)(=O)N2CCC(C(=O)OCc3c(C)noc3C)CC2)c(C)c1
  -5, 6, 2, -3, 0.3, -1, 4, 1
CN1CCN(C(=S)NC(=O)c2ccc(-c3ccccc3)cc2)CC1
  -11, ., -2, 2, 0.3, -2, ., .
CCNC(=O)c1cc2c(c(-c3cccc(-c4cccc(OC)c4)c3)n1)[C@H](CCO)N([S@@](=O)C(C)(C)C)C2
  -10, -12, 0, 0, 0.1, -19, -18, 1
O=C(Nc1ccc(Br)cc1)c1ccc2c(c1)OCO2
  -4, -18, -3, -2, 0.4, 2, -2, -8

An excerpt (hit frequency here may not be typical).
